Nrf2 block: Nrf2 qHTS screen for inhibitors | A549 ARE-Fluc reporter, luciferase luminescence, 18-24 h | Potency, µM (doses to about 46 µM), for inactives: at the top dose activity change, negative = inhibition, usual class: inhibitors | 2.1% of 360,000 active | AID 504444, 2011; further: on the % scale 0 is the no-effect control and ±100 the full control effect; nearly all actives have a fitted effect of over 60% in size
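A549 ARE_Fluc cells (5000/well, 5% FBS OPTI-MEM) pre-incubated 2 h, then treated with compounds 18-24 h at 37C/5% CO2 in concentration-response. CellTiter-Fluor viability read first; BugLite luciferase luminescence after 15 min at room temperature gives Nrf2 activity.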
TGFb SMAD3 inh: qHTS for Inhibitors of TGF-b; HepG2 CAGA-GFP TGF-b/SMAD3 reporter, GFP fluorescence, 18 h; TGF-beta stimulated, 500 pg/mL final; Potency, µM (top dose mostly 46.1 µM), for inactives: top-dose activity, negative = inhibition, most hits filed as inhibitors; 1.2% of 410,000 active; AID 588855, 2011; further: on the % scale 0 is the no-effect control and ±100 the full control effect; nearly all actives have a fitted effect of over 65% in size
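First, reporter cells (HEPG2 CAGA-GFP) rested 2 h at 37 degrees C. Next, compounds were pinned in and TGF-beta added to 500 pg/mL final. After 18 h, GFP was imaged per cell and summed per well.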
MCF10A rereplic: A quantitative high throughput screen for small molecules that induce DNA re-replication in MCF 10a normal breast cells | MCF 10A DNA re-replication, Hoechst nuclear intensity, 48 h | Potency, µM (series often up to 46.1 µM), without a hit: at the highest dose activity, positive = re-replication, actives largely listed as activators | 2.9% of 350,000 active; further: % of control where 0% means no effect; nearly all actives have a fitted effect of over 50% in size
S2 tox: Viability Counterscreen for Primary qHTS for Inhibitors of ATXN expression | S2 cells (HEK-293 line with an ATXN2-luciferase reporter) viability, CellTiter-Fluor protease fluorescence, 24 h | Potency, µM (doses to about 56.7 µM), actives largely listed as cytotoxic | 0.49% of 400,000 active | AID 651635, 2014; further: nearly all actives have a fitted effect of over 40% in size
ATXN2 expr inh: Primary qHTS for Inhibitors of ATXN expression. Potency, µM (doses to about 57 µM), inactives show top-dose activity change, negative = inhibition, usual class: inhibitors. 0.72% of 360,000 active. HEK-293 ATXN2-luciferase reporter, luminescence, 24 h; further: on the % scale 0 is the no-effect control and ±100 the full control effect; nearly all actives have a fitted effect of over 55% in size
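qHTS (up to 57 uM final) was run with 24 h compound exposure of reporter cells at 37 °C. Each well was multiplexed: SteadyGlo luminescence measured ATXN2-luciferase expression after a fluorogenic Gly-Phe-AFC viability readout (25 uM final).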
Nrf2 activator: qHTS of Nrf2 Activators; Potency, µM (series often up to 46.1 µM), without a hit: at the top dose activation, most hits filed as activators; AID 624171, 2012; 0.31% of 410,000 active; AREc32 ARE-luciferase reporter (MCF7-derived line), luminescence, 24 h; further: % of control where 0% means no effect; nearly all actives have a fitted effect of over 65% in size
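Luciferase luminescence (Steady-Glo, 30 min at room temperature) served as the read-out of ARE activation in AREc32 cells treated with compounds for 24 hr at 37 deg C.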
A549 tox: Nrf2 qHTS screen for inhibitors: counterscreen for cytotoxicity; 0.16% of 390,000 active; Potency, µM (highest dose often 46 µM), for inactives: at the highest dose activity change, negative = cytotoxicity, hits mostly inhibitors; A549 ARE-Fluc cells, CellTiter-Fluor viability, 18-24 h; further: on the % scale 0 is the no-effect control and ±100 the full control effect
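A549 ARE_Fluc cells in 5% FBS OPTI-MEM were exposed to compounds in concentration-response for 18-24 h at 37 deg C. Viability was read by CellTiter-Fluor fluorescence (Ex 405/Em 525) after 30 min, before the luciferase read.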
HepG2 tox: qHTS for Inhibitors of TGF-b: Cytotox Counterscreen | HepG2 CAGA-GFP viability, ATP luminescence, 18 h | Potency, µM (titrated, usually from 46.1 µM), for inactives: top-dose activity change, negative = cytotoxicity, hits mostly cytotoxic | 0.76% of 410,000 active | AID 588856, 2011; further: some results filed as inactive show a strong effect at the top dose
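CellTiter-Glo luminescence gave cytotoxicity after 18 hours at 37 degrees C. The cells were HepG2 CAGA-GFP in 1% FBS DMEM, stimulated with 500 pg/mL TGF-beta after compound addition. %Activity was normalised to no-cell wells (complete cell-killing) and DMSO (no toxicity), and curves were fitted and classified.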
EPAC2 antag: qHTS for Antagonist of cAMP-regulated guanine nucleotide exchange factor 2 (EPAC2): primary screen | Rap guanine nucleotide exchange factor 4 (Homo sapiens), Q8WZA2 | EPAC2 GEF exchange of Rap1B-BODIPY-GDP, fluorescence | Potency, µM (doses to about 114 µM), inactives show at the highest dose activity, negative = inhibition, usual class: inhibitors | 0.18% of 360,000 active | AID 720708, 2013; further: on the % scale 0 is the no-effect control and ±100 the full control effect; nearly all actives have a fitted effect of over 45% in size; many of its hits are not listed in these tables
Target sequence (Q8WZA2 whole entry, looked up): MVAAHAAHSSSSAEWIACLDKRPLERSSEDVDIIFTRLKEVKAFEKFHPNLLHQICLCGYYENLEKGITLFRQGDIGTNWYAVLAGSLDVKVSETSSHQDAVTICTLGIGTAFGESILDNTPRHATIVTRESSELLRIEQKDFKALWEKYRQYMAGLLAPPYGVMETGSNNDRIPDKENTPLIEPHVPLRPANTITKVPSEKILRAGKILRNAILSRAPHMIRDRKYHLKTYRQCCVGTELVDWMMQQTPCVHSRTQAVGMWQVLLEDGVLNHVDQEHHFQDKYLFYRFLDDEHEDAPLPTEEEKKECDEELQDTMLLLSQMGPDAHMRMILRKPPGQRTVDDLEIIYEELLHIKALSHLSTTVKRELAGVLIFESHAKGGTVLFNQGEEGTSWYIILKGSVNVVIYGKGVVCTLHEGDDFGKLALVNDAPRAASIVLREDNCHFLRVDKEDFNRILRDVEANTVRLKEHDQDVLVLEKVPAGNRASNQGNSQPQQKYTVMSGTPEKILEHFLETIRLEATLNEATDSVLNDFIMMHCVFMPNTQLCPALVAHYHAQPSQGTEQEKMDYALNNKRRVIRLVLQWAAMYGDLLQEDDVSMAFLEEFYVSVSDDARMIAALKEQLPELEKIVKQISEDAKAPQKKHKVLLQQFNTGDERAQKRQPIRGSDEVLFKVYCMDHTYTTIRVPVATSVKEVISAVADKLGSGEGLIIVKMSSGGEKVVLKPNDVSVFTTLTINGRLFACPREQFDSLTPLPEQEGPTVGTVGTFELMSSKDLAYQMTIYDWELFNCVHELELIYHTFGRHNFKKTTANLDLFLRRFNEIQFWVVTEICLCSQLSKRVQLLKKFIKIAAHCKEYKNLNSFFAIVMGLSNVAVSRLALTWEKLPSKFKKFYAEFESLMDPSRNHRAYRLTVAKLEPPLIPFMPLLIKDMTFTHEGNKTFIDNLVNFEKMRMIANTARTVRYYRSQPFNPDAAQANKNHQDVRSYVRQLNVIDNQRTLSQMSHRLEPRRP
Starred values were filed as active, the others as inactive; i = inactive; ? = inconclusive; . = no result given; [ ] = remark or other dose. The call rests on the fitted dose curve; in most records, active means well fitted curve in the direction sought with a large enough effect; inconclusive means small, poorly fitted or top-dose-only effect, or another doubt; inactive means no such curve, though single readings can be large; an effect the other way counts as inactive or inconclusive. Potency means the concentration at half of the fitted maximal effect. Some of the compounds tested; the hit share may differ from the screen's.

mol	TGFb SMAD3 inh	Nrf2 activator	MCF10A rereplic	Nrf2 block	ATXN2 expr inh	EPAC2 antag	A549 tox	HepG2 tox	S2 tox
COc1cc(C(C)=O)ccc1OC(=O)C(C)N1C(=O)c2ccccc2C1=O (stereo not drawn)	-1%	-0.4%	-2%	8%	3%	1%	-11%	5%	i
CC1CC(=O)N(CC(=O)N2CCCC2)c2ccccc2S1 (stereo not drawn)	-4%	-0.5%	3%	.	2%	9%	5%	0%	i
CCOc1ccc(Nc2nc(N3CCCCC3)nc(N3CCCCC3)n2)cc1	-18%	-0.1%	-4%	-6%	-18%	-2%	-4%	-2%	i
CC(C)c1ccc(S(=O)(=O)N2CCC(C(=O)NCC3(N(C)C)CCCCC3)CC2)cc1	-15%	-0.5%	28%	11%	-8%	4%	-14%	-37%	?
COc1nc(Nc2nc3ccccc3c(=O)[nH]2)nc2ccc(C)cc12	5.6µM*	-0.2%	?	?	50%[activator]	-11%	?	-3%	?
O=C(c1cnn2c(C(F)F)cc(C3CC3)nc12)N1CCOCC1	20%	-0.8%	-1%	.	-3%	22%	0%	5%	i
COc1ccc2c(c1)c1c(c(=O)n(-c3ccccc3C)c(=O)n1Cc1c(F)cccc1Cl)n2C	0%	-1.0%	.	?	0%	.	10%	10%	i
CSCCC(NC(=O)c1ccccc1Cl)C(=O)OCC(=O)N1CCCC1=O (stereo not drawn)	-15%	0.3%	2%	14%	5%	2%	7%	6%	i

Reprinted from the part before: 2 entries, then new ones.
mol	TGFb SMAD3 inh	Nrf2 activator	MCF10A rereplic	Nrf2 block	ATXN2 expr inh	EPAC2 antag	A549 tox	HepG2 tox	S2 tox
COc1ccc2c(c1)c1c(c(=O)n(-c3ccccc3C)c(=O)n1Cc1c(F)cccc1Cl)n2C	0%	-1.0%	.	?	0%	.	10%	10%	i
CSCCC(NC(=O)c1ccccc1Cl)C(=O)OCC(=O)N1CCCC1=O (stereo not drawn)	-15%	0.3%	2%	14%	5%	2%	7%	6%	i
CSc1ccccc1NC(=O)c1c(C)noc1C	-2%	-0.7%	-1%	-7%	7%	6%	-14%	-2%	i
O=C(c1ccc(Cl)c(S(=O)(=O)N2CCCCCC2)c1)N1CCN(c2ccccc2O)CC1	?	-0.2%	18%	18µM*	-11%	-1%	-15%	-2%	i
CC1CCN(CCC(=O)Nc2ccc3c(c2)CCC3)CC1	?	-0.2%	-2%	10%	6%	2%	-3%	-20%	i
O=c1[nH]c(=O)c2nnc(N/N=C/c3ccccc3F)nc2[nH]1	0%	-0.4%	-3%	-1%	-9%	0%	0%	48%	i
O=C(CCCN1C(=O)c2cccnc2C1=O)Nc1ccc(Br)cc1	13%	-1.0%	0%	4%	-17%	-8%	3%	13%	i
O=C(COc1ccc(S(=O)(=O)NCc2ccccc2)cc1)NCc1cccnc1	5%	-0.4%	0%	?	7%	18%	6%	-3%	i
COC(=O)CC1Oc2ccc(F)cc2-n2cc(-c3ccc(Cl)cc3)nc21 (stereo not drawn)	?	0.0%	.	?	-17%	.	-4%	-48%	i
COc1ccc([C@@H]2C[C@H]3[C@@H](CN2S(=O)(=O)c2ccccc2)C(=O)C[C@@H](c2ccccc2F)N3S(=O)(=O)c2ccc(C)cc2)cc1	0%	6.5%	.	.	3%	-2%	.	0%	i

Continued.
mol	TGFb SMAD3 inh	Nrf2 activator	MCF10A rereplic	Nrf2 block	ATXN2 expr inh	EPAC2 antag	A549 tox	HepG2 tox	S2 tox
CC(=O)Nc1cccc(-c2ccnc3c2CC(C(=O)Nc2cccc(NS(C)(=O)=O)c2)O3)c1 (stereo not drawn)	0%	0.0%[9.22 µM]	.	.	7%	17%	.	-45%	i
COC(=O)C1=C(C)NC(C)=C(C(=O)OC)C1C(=O)OCC(=O)c1ccc(F)cc1	19%	0.1%	-4%	4%	7%	-1%	-7%	-25%	i
Cc1ccc(-n2cc(CNCCN3CCOC3=O)c(-c3ccc(F)cc3)n2)cc1	?	5.6%	15%	15%	2%	-19%	11%	-30%	i
COC(=O)C1=C(C)NC(=O)C1(Nc1ccc(Cl)cn1)C(F)(F)F (stereo not drawn)	-2%	0.0%	-6%	?	-2%	3%	-8%	-1%	i
CCOc1cc(/C=C/C(=O)c2ccc(C)cc2)ccc1OCC(=O)N(C)C	?	11%	23µM*	-19%	?	10%	-1%	-33%	?
CCN(CC)S(=O)(=O)c1ccc2c(c1)nc(CN(C)C(=O)Nc1ccc(C)c(F)c1)n2C	?	4.3%	.	.	2%	.	1%	-18%	i
CC(=O)N=Nc1[nH]c(N)c2ccccc12	-2%	-2.0%	-1%	15%	1%	0%	-7%	-18%	i
CCN(CCN(C)C)C(=O)c1ccc2nc(C)c(N(C)C(=O)CCc3ccccc3)n2c1	-7%	0.2%	.	.	4%	5%	.	1%	i

Next section:
mol	TGFb SMAD3 inh	Nrf2 activator	MCF10A rereplic	Nrf2 block	ATXN2 expr inh	EPAC2 antag	A549 tox	HepG2 tox	S2 tox
COC(=O)C1(Cc2ccc(O)c(CC3OC3(C)C)c2)OC(=O)C(O)=C1c1ccc(O)cc1 (stereo not drawn)	1%	4.3%	-4%	11%	-2%	-11%	0%	-3%	i
CC1(c2nnnn2Cc2ccccc2)CCC(=O)N1Cc1cccc(C(F)(F)F)c1 (stereo not drawn)	.	0.5%	.	.	-3%	-2%	.	.	i
O=C1NC[C@H](CCCCN2C[C@H](Cc3ccc(O)cc3)N(CCc3ccccc3)C(=O)C2=O)N(CCc2ccc(O)cc2)C1=O	.	-0.6%	.	.	9%	2%	.	.	i
O=c1[nH]nc(-c2n[nH]c(=O)o2)o1	-12%	-0.2%	-6%	4%	-22%	-1%	13%	-3%	i
Cc1nn(Cc2ccc([N+](=O)[O-])cc2)c(=O)n1-c1cccc(F)c1	8%	0.2%	-133%[0.0737 µM]	2%	5%	-7%	-9%	3%	i
COc1ccc(CC(=O)NCc2ccccc2)cc1OC	6%	-0.4%[9.22 µM]	-9%	10%	2%	-1%	3%	-31%	i
CC(C)(C)OC(=O)NC(Cc1ccccc1)C(=O)NC1COC2CC(n3ccc(=O)[nH]c3=O)OC12 (stereo not drawn)	4%	.	.	19%	.	.	-3%	12%	.
COc1ccc(-c2nnc(SCC(=O)N/N=C/c3ccccc3C(=O)O)n2-c2ccccc2)cc1	-11%	-1.8%	2%	1%	.	-3%	17%	-19%	i

More entries
mol	TGFb SMAD3 inh	Nrf2 activator	MCF10A rereplic	Nrf2 block	ATXN2 expr inh	EPAC2 antag	A549 tox	HepG2 tox	S2 tox
CC(=O)Nc1ccc(OCC(O)CN2CCCCC2C)cc1 (stereo not drawn)	10%	-0.5%[9.22 µM]	0%	-3%	-4%	8%	-1%	8%	i
COc1ccc(Cl)cc1NC(=O)Nc1ccccc1C(N)=O	-7%	0.2%	7%	-4%	.	9%	-12%	-13%	?
Cc1cccc(C)c1OCCCN1CCCC1	3%	-0.5%	0%	16%	0%	4%	-2%	3%	i
Oc1c(Br)cc(Cl)cc1C=Nc1ccccc1Br	-9%	-0.2%	?	-8%	-22%	?	1%	1%	i
COc1ccc(O)c(/C=C(\C#N)C(=O)Nc2cccnc2)c1	14%	2.6%	1%	0%	53%[activator]	6%	-1%	-1%	i
CC(C)(C)OC(=O)N1CCC(c2c(C(=O)NCCN3CCOCC3)cnn2-c2ccc(F)cc2)CC1	-23%	0.0%	.	?	.	.	17%	-10%	.
Cc1cccc(CN2C[C@]34CC[C@@H](C[C@@H]3S2(=O)=O)O4)c1	4%	-0.6%	?	6%	0%	-3%	12%	17%	i
COC(=O)C1Sc2[nH]c(=O)sc2C(c2ccc(Cl)cc2)C1C(=O)OC (stereo not drawn)	-1%	-0.1%	-3%	-27%	-13%	?	-10%	-18%	i

6 entries already listed, ordered by their value in Nrf2 activator, lowest first:
Molecule	TGFb SMAD3 inh	Nrf2 activator	EPAC2 antag
O=C(c1ccc(Cl)c(S(=O)(=O)N2CCCCCC2)c1)N1CCN(c2ccccc2O)CC1	?	-0.2%	-1%
COC(=O)C1Sc2[nH]c(=O)sc2C(c2ccc(Cl)cc2)C1C(=O)OC (stereo not drawn)	-1%	-0.1%	?
COC(=O)CC1Oc2ccc(F)cc2-n2cc(-c3ccc(Cl)cc3)nc21 (stereo not drawn)	?	0.0%	.
COC(=O)C1=C(C)NC(C)=C(C(=O)OC)C1C(=O)OCC(=O)c1ccc(F)cc1	19%	0.1%	-1%
CSCCC(NC(=O)c1ccccc1Cl)C(=O)OCC(=O)N1CCCC1=O (stereo not drawn)	-15%	0.3%	2%
CC1(c2nnnn2Cc2ccccc2)CCC(=O)N1Cc1cccc(C(F)(F)F)c1 (stereo not drawn)	.	0.5%	-2%

Next results
mol	TGFb SMAD3 inh	Nrf2 activator	MCF10A rereplic	Nrf2 block	ATXN2 expr inh	EPAC2 antag	A549 tox	HepG2 tox	S2 tox
O=C(CS(=O)(=O)Cc1ccccc1)c1ccccc1	-11%	0.0%	.	.	.	-3%	.	-17%	i
Cc1ccc(NCc2nnc(SC(C)C(=O)N/N=C/c3ccc(C)o3)n2-c2ccccc2)cc1 (stereo not drawn)	-9%	0.3%	-6%	-12%	0%	-2%	-12%	-14%	i
CCOC(=O)N1CCN(C(=O)CN(c2ccccc2OC)S(=O)(=O)c2ccc(C)cc2)CC1	3%	-0.6%	2%	-1%	11%	-7%	4%	-14%	i
O=C(CNC(=O)c1ccc(F)cc1)NCc1ccc(Cl)cc1	6%	0.7%	-2%	8%	5%	15%	2%	1%	i

Record cards, from the list above. Screens in order: TGFb SMAD3 inh	Nrf2 activator	MCF10A rereplic	Nrf2 block	ATXN2 expr inh	EPAC2 antag	A549 tox	HepG2 tox	S2 tox
Record of O=C(CS(=O)(=O)Cc1ccccc1)c1ccccc1 → -11%	0.0%	.	.	.	-3%	.	-17%	i
Record of O=C(CNC(=O)c1ccc(F)cc1)NCc1ccc(Cl)cc1 → 6%	0.7%	-2%	8%	5%	15%	2%	1%	i

From PubChem BioAssay
